IMPase Li inh = qHTS Assay for Identifying the Cell-Membrane Permeable IMPase Inhibitors: Potentiation with Lithium; CHO-M1 cells, IP1 TR-FRET (IP-One), carbachol + lithium; Potency, µM (highest dose often 59.4 µM), without a hit: at the top dose activity, negative = IMPase inhibition, actives largely listed as inhibitors; 210,000 compounds, 0.35% hits; AID 1457, 2008;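 note: IP1 builds up when IMPase is blocked and the TR-FRET signal falls; plate controls were basal vehicle for no effect and high inhibitor control for full effect; nearly all actives have a fitted effect of over 50% in size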
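CHO cells stably expressing M1 receptor (2000/well) were cultured 16–30 h, then exposed to compounds with a small lithium addition for 30 min at 37C. IP1 was measured by TR-FRET competition; AC50 from Hill fits.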
RECQ1 helicase = qHTS Assay for Inhibitors of RecQ-Like Dna Helicase 1 (RECQ1). Potency, µM (titrated, usually from 57.3 µM), for the others: at the top dose activity, negative = inhibition, most hits filed as inhibitors. RECQ1 DNA unwinding, red fluorescence kinetic read. 240,000 compounds, 0.54% hits. ATP-dependent DNA helicase Q1 (Homo sapiens), P46063;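 note: plate controls were vehicle for no effect and no enzyme for full effect; nearly all actives have a fitted effect of over 30% in size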
Target sequence (P46063 whole entry, looked up): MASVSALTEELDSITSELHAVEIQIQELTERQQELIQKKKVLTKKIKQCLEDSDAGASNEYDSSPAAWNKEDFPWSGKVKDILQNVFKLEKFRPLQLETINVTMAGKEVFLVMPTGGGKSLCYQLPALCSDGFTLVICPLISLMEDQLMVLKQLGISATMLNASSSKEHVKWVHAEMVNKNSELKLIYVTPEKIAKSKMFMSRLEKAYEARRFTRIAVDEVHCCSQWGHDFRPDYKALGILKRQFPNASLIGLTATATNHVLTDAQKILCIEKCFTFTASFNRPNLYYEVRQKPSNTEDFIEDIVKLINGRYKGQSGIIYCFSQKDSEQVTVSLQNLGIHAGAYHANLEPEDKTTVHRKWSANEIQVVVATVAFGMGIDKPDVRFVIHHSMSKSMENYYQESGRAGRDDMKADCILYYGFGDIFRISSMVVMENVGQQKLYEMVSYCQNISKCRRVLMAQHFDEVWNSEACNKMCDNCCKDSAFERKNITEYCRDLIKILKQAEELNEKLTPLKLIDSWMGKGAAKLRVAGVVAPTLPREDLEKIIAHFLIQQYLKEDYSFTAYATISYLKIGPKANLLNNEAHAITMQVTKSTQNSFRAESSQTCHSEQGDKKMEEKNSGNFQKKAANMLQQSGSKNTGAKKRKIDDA
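RECQ1T1 50 nM; forked duplex (20 bp + 30-nt ss tails) 200 nM, ATP 2 mM final; pH 8.0, 2 mM MgCl2, 2.5 ug/ml poly(dI-dC); 15 min compound preincubation; discontinuous kinetic read over 2 h at RT.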
JMJD2E inh = qHTS Assay for Inhibitors of Human Jumonji Domain Containing 2E (JMJD2E); JMJD2E catalytic domain, FDH-coupled NADH fluorescence (FDH is formaldehyde dehydrogenase); Potency, µM (top dose mostly 57.1 µM), for the others: top-dose activity change, negative = inhibition, actives largely listed as inhibitors; 230,000 compounds, 1.6% hits; AID 2147, 2009; active = well fitted inhibition curve with a large enough effect, not every such curve was filed as active; inconclusive = small, poorly fitted or top-dose-only effect, or another doubt; inactive = no such curve, though single readings can be large or run the other way;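 note: 0% = wells with enzyme and -100% = buffer wells without enzyme; nearly all actives have a fitted effect of over 50% in size; many of its hits are not listed in these tables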
Target sequence (B2RXH2 1-337 limits assumed): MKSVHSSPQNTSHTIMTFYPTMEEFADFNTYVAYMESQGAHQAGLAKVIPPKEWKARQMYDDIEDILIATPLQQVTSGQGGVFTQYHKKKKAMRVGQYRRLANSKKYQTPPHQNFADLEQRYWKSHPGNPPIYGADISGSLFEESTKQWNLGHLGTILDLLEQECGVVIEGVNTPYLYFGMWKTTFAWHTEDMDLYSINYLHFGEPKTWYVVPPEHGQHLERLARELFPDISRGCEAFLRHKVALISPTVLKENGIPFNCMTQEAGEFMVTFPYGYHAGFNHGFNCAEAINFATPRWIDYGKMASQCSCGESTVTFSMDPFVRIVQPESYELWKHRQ
Epigenetic derep = Quantitative High-Throughput Screen for Regulators of Epigenetic Control | murine LDR cells, GFP reporter derepression, 30 h | Potency, µM (top dose mostly 53.9 µM), inactives show top-dose GFP activation, usual class: activators | 280,000 compounds, 0.2% hits; note: % of control where 0% means no effect; nearly all actives have a fitted effect of over 60% in size
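Derepression of a silenced CMV-GFP reporter in murine LDR cells is scored by enumerating GFP-positive cells with a laser-scanning microplate cytometer after 30 hours of treatment at 37 C.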
SMN2 splice enh = qHTS Assay for Enhancers of SMN2 Splice Variant Expression | HEK293 SMN2-luciferase splicing reporter, luminescence, 30-36 h | Potency, µM (titrated, usually from 46.1 µM), without a hit: top-dose activity change, positive = activation, most hits filed as activators | 210,000 compounds, 2.8% hits | AID 1458, 2008; note: % of control where 0% means no effect; nearly all actives have a fitted effect of over 55% in size
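HEK293 cells carry an SMN2 minigene-luciferase reporter in which exon 7 inclusion puts luciferase in frame. Cells were seeded at 2000 cells/well, attached for 10-12 hours, then exposed to compounds for 30-36 hours at 37C before ONE-Glo luminescence.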
KinaseGlo FLuc = Counterscreen for Luciferase (Kinase-Glo TM) Inhibition | Luciferin 4-monooxygenase (Photuris pensylvanica), Q27757 | Kinase-Glo luciferase, ATP luminescence, 8 min | Potency, µM (doses to about 38.3 µM), inactives show at the highest dose activity change, negative = inhibition, usual class: inhibitors | 200,000 compounds, 0.28% hits | AID 1379, 2008; note: % is set by controls: 0 for no effect and ±100 for the full control effect; nearly all actives have a fitted effect of over 60% in size
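Recombinant Kinase-Glo luciferase, 10 uM ATP (linear range), luciferin; imidazole pH 7.2 / KCl / MgCl2 / Tween / BSA buffer; 8 min RT; luminescence.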
NPSR antag = qHTS Assay for Antagonists of the Neuropeptide S Receptor: cAMP Signal Transduction; Q6W5P4; CHO-NPSR cells, cAMP TR-FRET, antagonist mode; Potency, µM (top dose mostly 38.3 µM), without a hit: top-dose activity change, negative = inhibition, usual class: inhibitors; 220,000 compounds, 1% hits; note: % is set by controls: 0 for no effect and ±100 for the full control effect; nearly all actives have a fitted effect of over 50% in size; many of its hits are not listed in these tables
RGS12 GoLoco inh = qHTS Assay for Inhibitors of RGS12 GoLoco Motif Activity (Red Fluorophore). Guanine nucleotide-binding protein G(i) subunit alpha-1 (Homo sapiens), P63096. Gai1:RGS12 GoLoco peptide FP, rhodamine, 10 min. Potency, µM (highest dose often 61.6 µM), for inactives: top-dose activity, negative = inhibition, most hits filed as inhibitors. 230,000 compounds, 0.44% hits. AID 880, 2007; active = well fitted inhibition curve with a large enough effect, not every such curve was filed as active; inactive = no such curve, though single readings can be large or run the other way; note: % is set by controls: 0 for no effect and ±100 for the full control effect; nearly all actives have a fitted effect of over 30% in size; many of its hits are not listed in these tables
An asterisk follows results filed as active; i = inactive; ? = inconclusive; nt = not tested or not shown; [ ] = dose if it differs, or a comment. Unless noted, calls come from the whole dose curve; as a rule, active = well fitted curve in the direction sought with a large enough effect; inconclusive = small, poorly fitted or top-dose-only effect, or another doubt; inactive = no such curve, though single readings can be large; an effect the other way counts as inactive or inconclusive. Potency is the fitted concentration of half-maximal effect. An excerpt; rates above refer to the full screens.

SMILES	IMPase Li inh	RECQ1 helicase	JMJD2E inh	Epigenetic derep	SMN2 splice enh	KinaseGlo FLuc	NPSR antag	RGS12 GoLoco inh
CCCCOP(=O)(OCCCC)/C(C#N)=C(/C)O	15.5%[38.3 µM]	-1.9%	-7.6%	-2.5%	-3.5%	18.3%	-8.7%[46.1 µM]	-7.1%
CC(C)CCCC1(C)C=Cc2c(O)c3c(c(CCC(C)C)c2O1)OC12C(CC4CC1C(C)(C)OC2(CCC(C)C(=O)O)C4O)C3=O (configuration not stated)	15.9%	i	-10.2%	-1.3%	7.1%	-8.9%	nt	2.8%
Cc1ccc(C)c(NC(=S)NCCc2cnc[nH]2)c1	nt	14.3%	6.3%	?	nt	nt	16.9%	-21.4%
Cc1ccc(/C=C/C(=O)C2C(=O)c3ccccc3C2=O)cc1	-8.2%[38.3 µM]	-8.7%	3.3%	-0.9%	10µM*	-12.3%	-0.9%[46.1 µM]	4.2%
CCC[CH2][Sn]([Cl])([Cl])[Cl]	5.8%	-1.9%	nt	nt	5.9%	nt	nt	-3.7%
CC(=O)NC1CC2CCCC(C1)N2 (configuration not stated)	-2.4%[38.3 µM]	-7.0%	33.1%[activator]	-2.7%	-10.9%	2.3%	-2.3%[46.1 µM]	5.1%
Cc1ccccc1[N+](=O)[O-]	6.9%	9.6%	nt	nt	9.5%	nt	nt	-20.2%
O=C1NC(=O)C(CCc2ccccn2)(Cc2ccc3c(c2)OCO3)C(=O)N1CCc1ccccc1 (configuration not stated)	31.2%[38.3 µM]	i	-14.0%	-0.7%	4.1%	0.8%	-0.1%[46.1 µM]	1.1%
CCCC[N+]12CCC(CC1)C(C(=O)c1cccs1)C2 (configuration not stated)	2.6%[38.3 µM]	i	-2.0%	0.6%	4.3%	-3.8%	-5.4%[46.1 µM]	6.31µM*
CCC1(c2ccccc2)C(=O)NC(=O)NC1=O	-4.6%	-2.7%	nt	-1.6%	nt	2.0%[39.9 µM]	nt	3.0%
CCN(CC)C(=O)c1ccc(NC(=O)c2cc(-n3cnnc3)ccc2Cl)cc1	32.4%[38.3 µM]	3.3%	1.2%	1.1%	-10.8%	-1.4%	-13.1%[46.1 µM]	-2.4%
Cc1ccc(C)c(Cn2c(C(=O)O)c(C=O)c3ccccc32)c1	5.4%	-4.1%	-15.2%	1.5%	-16.7%	2.8%	-13.0%	114.2%[activator]
CCCBr	-0.7%	12.1%	nt	nt	10.1%	nt	nt	10.3%
C/C(=C\C=C/[C@@H](C)C(=O)O)[C@H]1CN[C@H](C(=O)O)[C@@H]1CC(=O)O	5.5%	-25.9%	12.6µM*	1.8%	nt	-0.7%	nt	-15.8%
COc1cc(CNCCc2ccc3c(c2)OCO3)cc(OC)c1OC	3.3%	i	?	-4.2%	-4.2%	2.0%	8.4%	0.3%
Cc1cc(C)cc(NC(=O)Cn2c(=O)oc3cc(S(=O)(=O)N4CC(C)CC(C)C4)ccc32)c1 (configuration not stated)	?	-9.5%	-4.3%	-0.2%	-15.0%	0.8%	-20.5%[46.1 µM]	-0.3%
CC(C)(C)[C@]1(O)C[C@@H]2OC(=O)CC23C(=O)O[C@@H]2OC(=O)[C@H](O)C231 (some centres not stated)	5.2%	i	nt	-0.1%	nt	1.8%[39.9 µM]	nt	-2.7%
C[C@@H](N)[C@@H](O)c1ccc(O)c(O)c1	12.0%	2.51µM*	nt	0.0%	22.5%	nt	nt	-3.3%
CCN(CC)c1ccc(/C=C2/C(=O)NC(=O)N(Cc3ccco3)C2=O)cc1	19.1%	31.6µM*	-25.5%	0.0%	-21.0%	-3.0%	?	191.0%[activator]
Cc1[nH]c2ccc(Cl)cc2c1C1=CCNCC1	6.0%	i	nt	-1.4%	nt	2.3%[39.9 µM]	nt	-6.2%
CCCOP(=O)(OCCC)C(NC(=O)c1cc(OC)c(OC)c(OC)c1)c1ccccc1 (configuration not stated)	5.5%	-17.1%	-6.6%	0.0%	-8.4%	0.5%	6.2%	11.4%
CC1(C)CSC(=NCc2ccccc2)N1	18.6%	0.0%	1.1%	-2.6%	5.1%	2.0%	3.7%	4.1%
O=C(Oc1ccc(Cl)c2ccccc12)N1CCCCC1	33.2%[activator][38.3 µM]	-13.0%	9.6%	4.7%	1.9%	16.0%	?	-43.8%
Cc1ccc(S(=O)(=O)N2CC3CC(C2)c2cccc(=O)n2C3)cc1 (configuration not stated)	-4.5%[38.3 µM]	-12.6%	4.6%	-0.8%	15.7%	-1.7%	-17.3%[46.1 µM]	-7.2%
Cc1[nH]c2ccccc2c1CCCNC1CCCCC1	-8.4%	2.8%	-1.5%	-0.9%	-49.1%[inhibitor]	-1.9%	11.5%	-9.5%
N/C(=N\N=C\c1ccc(O)cc1O)N[N+](=O)[O-]	-13.3%[38.3 µM]	i	25.1µM*	2.0%	-3.3%	-3.8%	-14.6%[46.1 µM]	16.0%
C=CCN1C(=O)C2(C(C(=O)OCC)=C(N)Oc3ccccc32)C2=C1CCCC2=O (configuration not stated)	23.6%[38.3 µM]	-10.8%	4.7%	-1.1%	5.8%	0.6%	-20.2%[46.1 µM]	-8.5%
Cc1ccc(N2C(=O)NC(=O)C(CCc3ccccn3)(Cc3cccc(Cl)c3Cl)C2=O)cc1 (configuration not stated)	nt	-6.2%	2.1%	0.1%	nt	nt	-25.4%[46.1 µM]	nt
CCc1nc(CNC(=O)c2cc(OC)c(OC)c(OC)c2)no1	0.9%	-4.6%	?	0.1%	8.7%	-1.1%	3.2%[46.1 µM]	-126.0%
O=C(Cn1ccc2ccccc2c1=O)NCC(=O)N1CCC2(CC1)OCCO2	-8.3%	i	-23.0%	0.9%	3.9%	1.7%	9.9%	-9.2%
COc1cc2c(cc1O)C(CCc1ccc(Cl)cc1)N(C)CC2 (configuration not stated)	1.5%	-6.0%	0.1%	1.3%	-15.8%	0.2%	nt	9.2%
O=C1NC(=O)C(=C/C=C/c2coc3ccc(Br)cc3c2=O)C(=O)N1	nt	35.5µM*	-6.4%	1.1%	nt	nt	6.4%	-176.0%
CC(C)(C#CCCCCC#CC(C)(C)[N+](C)(C)C)[N+](C)(C)C	nt	1.9%	-13.9%	-0.5%	nt	nt	3.5%	-37.5%
CCCC[N+]12CCC(CC1)C(Cc1ccccc1)C2 (configuration not stated)	nt	-19.4%	-0.6%	-0.3%	nt	nt	10.9%	2.0%
Oc1ccc2c3c1O[C@H]1c4oc5ccccc5c4C[C@]4(O)[C@H](C2)N(CC2CC2)CC[C@@]314	22.0%	-11.4%	-7.8%	2.4%	nt	3.7%	nt	3.5%
O=C(c1ccco1)N1CCC2(CC1)CN(Cc1ccncc1)C2	19.8%	-0.1%	nt	nt	5.8%	2.2%	nt	-10.3%
CC1CC(O)[C@]2(O)[C@]13CC(=O)OC[C@@]2(C)[C@@](C)(O)C(=O)C3 (some centres not stated)	-0.6%	-6.0%	3.5%	-1.8%	-1.5%	1.2%	nt	-2.1%
C[C@H](NC(=O)[C@@H](N)Cc1ccc(O)cc1)C(=O)N[C@@H](Cc1ccccc1)C(=O)NCC(=O)N[C@@H](Cc1ccc(O)cc1)C(=O)N1CCC[C@H]1C(=O)N[C@@H](CO)C(N)=O	-10.1%	20.1%	nt	0.0%	-7.4%	nt	nt	-2.9%
COc1ccc(OC)c(N2C(=O)NC(=O)/C(=C\c3ccc([N+](=O)[O-])s3)C2=O)c1	7.8%	-21.2%	22.4µM*	?	2.0%	-6.7%	-23.3%	193.1%[activator]
Fc1ccc(Cn2nnnc2C(c2ccc(Cl)cc2)N2CC=C(c3ccc(F)cc3)CC2)cc1 (configuration not stated)	15.7%	2.8%	-3.5%	1.1%	14.9%	-1.5%	-30.3%	40.1%[activator]
Cc1ccc(CN2CCCC(C(=O)c3ccc4c(c3)OCO4)C2)cc1C (configuration not stated)	nt	-7.3%	-26.9%	0.0%	nt	nt	-50.6%	-1.5%
CC1CCCC(C)N1c1nnc(NC(=O)Cn2c(=O)oc3ccccc32)s1 (configuration not stated)	27.8%[38.3 µM]	-5.8%	-0.8%	-0.8%	-40.1%[inhibitor]	-1.3%	-6.0%[46.1 µM]	5.9%
CC(N)(COP(=O)(O)Oc1ccccc1)C(=O)O (configuration not stated)	-4.5%	-6.7%	nt	0.0%	7.5%	nt	nt	10.7%
O=C(O)CC1OCC=C2CN3CCC45C6=CC(=O)C(=O)C([N+](=O)[O-])=C6NC4C1C2CC35 (configuration not stated)	nt	?	0.0631µM*	2.4%	nt	nt	-15.7%	-4.9%
COC(=O)c1cc(C(O)(C(=O)OC)C(F)(F)F)c(/N=C/N(C)C)s1 (configuration not stated)	-6.4%[38.3 µM]	-3.0%	-6.9%	-1.1%	7.9%	0.9%	-10.3%[46.1 µM]	7.1%
O=C(NC1(C(F)(F)F)Oc2ccccc2O1)N1CCC2(CC1)OCCO2	9.0%	-8.3%	14.1µM*	0.0%	?	3.5%	9.8%	-4.1%
O=C1NC(=S)N(c2ccccc2F)C(=O)/C1=C\c1cccs1	-2.1%	?	-6.2%	?	9.2%	-1.2%	?	32.2%[activator]
CCOC(=O)c1c(NS(=O)(=O)c2ccccc2)n(CCCOC)c2nc3ccccc3nc12	?	-2.4%	?	-3.0%	-14.5%	1.3%	-12.2%	11.2%
O=C(CNC(=O)c1cccc(Cl)c1)Nc1ccc(Br)cc1C(=O)c1ccccc1	13.3%	0.5%	-1.0%	1.1%	-43.1%[inhibitor]	-2.7%	-27.2%	-9.3%
COc1ccccc1OCC#CCN1CCCC1	22.6%	i	?	-1.5%	3.2%	2.2%	14.1%	9.5%
Cc1cc(Cl)ccc1OCC(=O)N1CCN(C)CC1	1.1%[38.3 µM]	-6.7%	1.9%	1.7%	-27.1%	-6.3%	2.7%[46.1 µM]	-1.6%
